High-throughput results as filed in PubChem BioAssay.
SENP7 block – SENP7 protease inhibition | inhibition, % at 5 µM | 330,000 tested, 1.5% active | recombinant SENP7, Z-RLRGG-aminoluciferin luminescence, 40 min | Q9BQF6;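 active = inhibition above about 50% at the single test dose, limit read from the data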;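 note: plate controls were DMSO with enzyme for no effect and no enzyme buffer wells for full effect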
Target sequence (Q9BQF6 706-1050 limits assumed): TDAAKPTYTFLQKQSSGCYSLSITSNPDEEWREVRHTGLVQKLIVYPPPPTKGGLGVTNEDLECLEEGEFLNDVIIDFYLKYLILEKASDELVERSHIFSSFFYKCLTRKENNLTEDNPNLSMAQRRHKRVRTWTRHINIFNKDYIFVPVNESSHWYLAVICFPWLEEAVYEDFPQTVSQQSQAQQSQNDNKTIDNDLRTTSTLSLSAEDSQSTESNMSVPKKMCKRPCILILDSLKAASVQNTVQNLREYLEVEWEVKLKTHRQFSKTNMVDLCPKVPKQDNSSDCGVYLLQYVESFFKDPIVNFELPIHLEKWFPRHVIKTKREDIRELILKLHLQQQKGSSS
SENP8 block-1 – SENP8 protease inhibition; purified SENP8, Z-RLRGG-aminoluciferin cleavage, luminescence; Q96LD8; inhibition, % at 10 µM; 330,000 tested, 1.2% active; AID 2540; in the data active = inhibition above about 50%
Target sequence (Q96LD8 whole entry, looked up): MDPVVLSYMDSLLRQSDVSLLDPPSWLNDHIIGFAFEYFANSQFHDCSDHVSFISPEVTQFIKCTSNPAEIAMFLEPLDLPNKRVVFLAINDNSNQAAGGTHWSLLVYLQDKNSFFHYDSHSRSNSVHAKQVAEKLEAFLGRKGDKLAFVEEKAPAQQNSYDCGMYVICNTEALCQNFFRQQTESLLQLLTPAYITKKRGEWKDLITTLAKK
Apaf1 inhib – inhibitors of human Apaf-1 apoptosome; reconstituted apoptosome caspase-3 activity, DEVD-Rh110 fluorescence; O14727; 330,000 tested, 0.71% active; inhibition, % at 20 µM; active = inhibition of at least 40% at 20 µM;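 note: plate controls were DMSO wells for no effect and DEVD-CHO caspase inhibitor wells for full effect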
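Material: biochemical Apaf-1 apoptosome reconstitution. Medium: Hepes buffer, pH 7.5. Also added: cytochrome c activation, bis-DEVD rhodamine 110 substrate. Timing: 30 min compound preincubation, 50 min activation, room temperature. Measured by: rhodamine 110 fluorescence at Ex 480/Em 540 nm.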
UBC13 polyUb – blocks human UBC13 polyubiquitin chain formation. P61088. TR-FRET. inhibition, % at 20 µM. 330,000 tested, 0.47% active. AID 485273; in the data active = inhibition above about 45%, passing the limit was not always enough
SENP6 inh – blocks the human protease SENP6 | Q9GZR1 | Recombinant SENP6 catalytic domain, aminoluciferin luminescence | 330,000 tested, 1.8% active | inhibition, % at 10 µM;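 active = inhibition above about 50% at the single tested dose, limit read from the data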;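 note: plate controls were DMSO wells with enzyme for no effect and DMSO wells lacking enzyme for full effect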
Target sequence (Q9GZR1 628-1112 limits assumed): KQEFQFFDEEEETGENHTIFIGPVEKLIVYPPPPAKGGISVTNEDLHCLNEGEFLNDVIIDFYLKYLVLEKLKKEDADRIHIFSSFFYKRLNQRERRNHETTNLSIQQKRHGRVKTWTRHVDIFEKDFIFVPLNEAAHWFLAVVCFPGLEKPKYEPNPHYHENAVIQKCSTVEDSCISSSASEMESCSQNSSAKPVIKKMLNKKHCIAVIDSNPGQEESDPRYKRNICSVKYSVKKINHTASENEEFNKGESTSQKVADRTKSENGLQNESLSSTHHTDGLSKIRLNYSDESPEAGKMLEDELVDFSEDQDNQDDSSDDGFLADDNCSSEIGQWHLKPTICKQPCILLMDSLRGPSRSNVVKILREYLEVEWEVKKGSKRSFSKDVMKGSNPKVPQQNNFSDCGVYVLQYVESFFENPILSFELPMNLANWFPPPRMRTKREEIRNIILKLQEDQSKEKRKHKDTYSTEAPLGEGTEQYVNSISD
SENP8 block-2 – blocks human SENP8 cleavage of Nedd8 substrate; 360,000 tested, 0.64% active; recombinant SENP8, Nedd8 substrate fluorescence; AID 602440; Q96LD8; inhibition, % at 20 µM; in the data active = inhibition mostly above about 40%, no sharp cut-off; inactive = mostly below about 27%
SENP1 inh – inhibitors of human SENP1 SUMO protease catalytic domain; recombinant SENP1 catalytic domain, CyPet-SUMO1-YPet FRET cleavage; inhibition, % at 10 µM; 360,000 tested, 0.21% active; AID 624204;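 active = inhibition at least 30% at 10 µM, raw YFP signal under a set limit, fluorescence ratio 0.5 to 1.5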;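 note: 0% = enzyme with DMSO and 100% = no enzyme wells; some results filed as inactive read as strong as hits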
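System: Recombinant human SENP1 catalytic domain, His6-tagged | Incubation: Enzyme reaction for 50 min at room temperature, dark | Medium: Tris pH 8 with BME, BSA, NP40 and catalase | Also added: 25 nM SUMO1 FRET substrate | Compound: 10 µM single point, 0.5% DMSO | Measured by: FRET fluorescence in CFP and YFP emission channels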
A3G deaminase – blocks human APOBEC3G single-stranded DNA deamination | Q9HC16 | recombinant A3G, ssDNA deamination FAM/TAMRA fluorescence | inhibition, % at 20 µM | 330,000 tested, 0.28% active;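 active = inhibition of at least 40% at 20 µM, with no more than 30% in the related APOBEC3A deaminase screen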;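 note: plate controls were DMSO wells with A3G for no effect and wells lacking A3G enzyme for full effect; some compounds called inactive have numbers as strong as hits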
The depositor's hits bear a star; x = not tested or not shown. This is a random part of the collection; about 3.6% have a hit in one of these screens.

SMILES	SENP7 block	SENP8 block-1	Apaf1 inhib	UBC13 polyUb	SENP6 inh	SENP8 block-2	SENP1 inh	A3G deaminase
COc1ccc(CCNC(=O)C/C(C)=N/NC(=O)c2cnccn2)cc1	18	-9	-1	-14	-4	4	3	-2
O=C(Nc1ncc2c(n1)CC(c1ccco1)CC2=O)c1ccco1 (configuration not stated)	0	-4	-8	-2	-17	0	2	0
O=C(Nc1ccc(N2CCCCC2)cc1)c1cc([N+](=O)[O-])cc([N+](=O)[O-])c1	3	-2	-4	-18	5	14	1	2
Cc1ccc(NC(=O)CN2CCc3ccccc3C2)cc1	-5	-2	2	12	-1	12	1	-2
CCOC(=O)c1[nH]c(C)c(/C(O)=C2\C(=O)C(=O)N(CCN3CCOCC3)C2c2ccco2)c1C (configuration not stated)	2	-2	12	-4	6	12	0	3
CC(=O)N1CCOc2ccc(S(=O)(=O)N3CCC(C(=O)Nc4ccc(C)c(C)c4)CC3)cc21	5	3	0	0	-3	-2	-1	-3
Cc1nc(-c2ccccc2)sc1C(=O)CSc1ccc(F)cc1	-13	-14	16	-11	2	10	-2	-4
CCc1ccc(CN2C(=O)CCC2(C)C(=O)NC2CCCC2)cc1 (configuration not stated)	-14	-11	0	0	2	5	0	-1
CC[C@H]1OC(=O)[C@H](C)[C@@H](O[C@H]2C[C@@](C)(OC)[C@@H](O)[C@H](C)O2)[C@H](C)[C@@H](O[C@@H]2O[C@H](C)C[C@H](N(C)C)[C@H]2O)[C@](C)(O)C[C@@H](C)[C@@H]2N[C@@H](COCCOC)O[C@H]([C@H]2C)[C@]1(C)O	-1	2	10	-8	4	-4	0	-6
COCCCNC(=O)C1CC(=O)N(C2CCCC2)C1 (configuration not stated)	2	6	-32	-6	1	12	1	-8
CCOC(=O)C1=CN2CCC[C@H]2CC1=O	-13	-12	0	-21	-7	2	-1	-3
Cn1c(=O)c2c(nc(NCCNC(=O)c3ccco3)n2Cc2ccccc2F)n(C)c1=O	-1	2	4	4	-1	4	-1	-4
Cc1nc(-c2ccccc2)cs1	5	-11	-4	-3	-6	11	2	-4
O=C(CN1CCOCC1)n1c2ccccc2c2ccccc21	-9	6	3	-2	1	20	0	-4
COc1cc2c(C(F)(F)F)c(-c3ccc(C#N)cc3)oc(=O)c2cc1OC	14	-1	-1	13	-7	-286	2	-6
O=C(c1ccc(Cl)cc1Cl)N1CCN(c2ccc(N3CCOCC3)nn2)CC1	-4	-1	10	5	-7	-420	-17	6
COc1ccc(S(=O)(=O)N2CCC(N3CCN(c4ccccc4OC)CC3)CC2)cc1	7	7	-11	6	2	15	0	0
CC(C)c1ccc(C(=O)NCCCN2CCOCC2)cc1	-8	-6	3	-1	-7	4	2	-3
O=C(CNCCO)NC12CC3CC(CC(C3)C1)C2	4	-1	1	0	11	30	3	5
COc1ccc(S(=O)(=O)NCc2ccccn2)cc1OC	2	2	-13	1	16	19	2	-1
COc1cc(C(=O)OCC(=O)Nc2ccc(F)cc2F)cc(OC)c1OC	-8	-12	3	-13	-6	18	1	-13
CCOC(=O)C1CCN(CC(C)(C)NS(=O)(=O)c2ccc(Cl)cc2)CC1	-6	6	4	3	-2	10	-2	2
CCCCC(OC(=O)c1ccco1)C(=O)NCc1ccc(C)cc1 (configuration not stated)	-5	-1	10	-3	-13	-2	2	-16
Cc1ccc(NC(=O)/C(=C\c2ccccc2)NC(=O)c2ccco2)cc1	9	-4	-18	2	-4	6	2	2
COc1ccccc1N1CCN(C(=O)c2onc(C)c2Cl)CC1	-5	9	-5	-2	-8	10	1	-5
Oc1cc(NCCN2CCOCC2)cc2cccnc12	64*	61*	92*	-32	74*	64*	-5	3
CN(C)c1ccc(N=Nc2ccc(S(N)(=O)=O)cc2)cc1	32	-10	-36	-95	3	21	6	5
O=C(NCCc1ccc2c(c1)OCO2)C1CCN(S(=O)(=O)c2ccc(Cl)cc2)CC1	6	-2	-11	2	4	2	-1	-6
O=C(NCc1nc2ccccc2[nH]1)C1=C[C@H](c2ccc(Br)cc2)C[C@H](OCc2ccc(CO)cc2)O1	0	-3	11	-16	-14	6	-3	-7
O=c1oc2cc(OCCO)ccc2c2c1CCCC2	8	-10	-12	4	6	-398	-1	-4
COc1ccc(/C=N/NC(=O)Cn2cc(C(F)(F)F)ccc2=O)cc1	-4	1	-11	6	-6	15	-2	-14
O=C(Nc1cccc(-c2cn3cccnc3n2)c1)Nc1ccccc1F	3	2	4	9	-9	-446	0	1
CCc1cc2cc(C)ccc2nc1SCC(=O)N1CC(=O)Nc2ccccc21	0	4	17	13	-26	6	-2	-9
O=C(Nc1cc(S(=O)(=O)N2CCOCC2)ccc1N1CCOCC1)c1cc(=O)[nH]c2ccccc12	1	-2	-3	9	-5	-7	0	-8
CCn1c(SCC(=O)NCCc2ccc(F)cc2)nnc1-c1cccs1	5	2	4	0	0	-4	0	4
CCC(C)c1ccc(OCc2ccc(C(=O)OC)o2)cc1 (configuration not stated)	-3	26	-1	-1	27	-5	-1	-3
Cc1nn(-c2ccccc2)c(C)c1-c1nnc(C(F)(F)F)o1	-1	4	3	9	-7	15	1	-8
CCOC(=O)Cc1csc(NC(=O)/C=C/c2cccc(Br)c2)n1	9	9	3	-7	6	-14	-3	-10
C=CCn1c(NC)cc(=O)n(C)c1=O	7	6	-3	5	4	8	1	-6
COc1ccc(C(=O)NNC(=O)c2ccncc2)cc1	8	-9	1	-11	-15	18	2	-3
CC1CCN(C(=S)c2ccc([N+](=O)[O-])cc2)CC1	2	7	-8	5	11	14	2	-6
Cc1ccnc(SCc2cc(=O)c(OC(=O)c3ccco3)co2)n1	8	6	-5	-5	-14	7	-1	-4
CN1C(=O)/C(=C/c2ccc(C(F)(F)F)cc2)Sc2ccc(C(=O)N3CCN(c4ccccn4)CC3)cc21	5	-1	26	-14	1	-14	-5	-8
COc1ccc(C(=O)Nc2c(O)ccc3ccccc23)cc1OC	4	7	0	-13	0	4	3	1
Cc1nnc(SCC(=O)NCc2ccccc2)s1	-6	3	1	1	5	18	1	-2
Cc1ccc2c(c1)CCCN2C(=O)Nc1ccc2c(c1)OCO2	9	-13	12	4	-37	30	-3	1
O=c1[nH]cc(S(=O)(=O)NCc2ccccc2)c(=O)[nH]1	1	-10	-15	-1	-3	11	1	-7
CCCN(CC(=O)Nc1ccccc1C)C(=O)/C=C/c1ccc(S(=O)(=O)N2CCCCCC2)cc1	-7	16	20	2	3	3	3	2
CCOC(=O)c1cnn(-c2nc(OCC)cc(OCC)n2)c1C	4	0	-11	4	3	13	0	-3
CC1=C(C)C(OCCCl)N(c2cc(O)c(Cl)cc2F)C1=O (configuration not stated)	-9	-8	-3	-2	-2	12	0	-2
COc1ccccc1-n1c(CCn2nc(C)c(Br)c2C)n[nH]c1=S	-1	-2	1	8	-10	12	0	9
CS(=O)(=O)N(CC(=O)O)c1cc(Cl)cc(Cl)c1	-8	-3	-2	-4	-11	9	1	-2
Cc1cc2cc(CNC(=O)Nc3ccc(Cl)c(Cl)c3)ccc2n1C	11	-4	62*	-10	-2	-55	5	-5
COc1cccc2c1C(=O)CC2NC(=O)C(F)(F)F (configuration not stated)	-3	-12	9	3	3	20	2	-6
Clc1cccc(Cl)c1CO/N=C/c1cccs1	4	-4	-8	-12	-6	16	0	13
O=C1NC2(CCSC2)C(=O)N1CC(=O)N(Cc1ccccc1)C1CCS(=O)(=O)C1 (configuration not stated)	4	-1	-2	-11	-8	16	-6	1
Cc1cccc2c1N1C(=O)c3c(C(=O)O)cccc3C1CC2C (configuration not stated)	2	1	-1	3	-3	-2	0	-2
CC(=O)Oc1ccc(C(=O)Nc2cccc3c2CCCC3)cc1	-5	-1	2	2	0	24	2	-4
Cc1ccc(CS(=O)(=O)c2ccc(C(=O)N3CCN(c4ccccn4)CC3)cc2[N+](=O)[O-])cc1	-15	-7	13	-5	10	8	1	-5
Cc1cc(C(=O)N/N=C/c2cc(Br)cc(Br)c2OC(=O)c2ccccc2)n[nH]1	1	13	-4	-22	-6	x	x	-7

Shown as a markdown table: entries from further up.
| SMILES | SENP7 block | SENP8 block-1 | Apaf1 inhib | UBC13 polyUb | SENP6 inh | SENP8 block-2 | SENP1 inh | A3G deaminase |
| --- | --- | --- | --- | --- | --- | --- | --- | --- |
| O=C(Nc1ncc2c(n1)CC(c1ccco1)CC2=O)c1ccco1 (configuration not stated) | 0 | -4 | -8 | -2 | -17 | 0 | 2 | 0 |
| CCOC(=O)Cc1csc(NC(=O)/C=C/c2cccc(Br)c2)n1 | 9 | 9 | 3 | -7 | 6 | -14 | -3 | -10 |

A second format for some results above.
Values run as follows: SENP7 block | SENP8 block-1 | Apaf1 inhib | UBC13 polyUb | SENP6 inh | SENP8 block-2 | SENP1 inh | A3G deaminase
CS(=O)(=O)N(CC(=O)O)c1cc(Cl)cc(Cl)c1
  -8 | -3 | -2 | -4 | -11 | 9 | 1 | -2
Cc1cc2cc(CNC(=O)Nc3ccc(Cl)c(Cl)c3)ccc2n1C
  11 | -4 | 62* | -10 | -2 | -55 | 5 | -5
COc1cccc2c1C(=O)CC2NC(=O)C(F)(F)F (configuration not stated)
  -3 | -12 | 9 | 3 | 3 | 20 | 2 | -6

(more compounds)
SMILES	SENP7 block	SENP8 block-1	Apaf1 inhib	UBC13 polyUb	SENP6 inh	SENP8 block-2	SENP1 inh	A3G deaminase
C=CCO/N=C/C1=C(O)C(C(=O)OC)C(C)(C)CC1=O (configuration not stated)	-4	-15	8	2	-40	6	-1	-9
CN(C)C(=O)COc1ccc2c3c(c(=O)oc2c1)CCCC3	14	2	2	1	-3	-354	2	-1
CCNC(=S)NS(=O)(=O)c1ccc(C)cc1	12	2	-14	3	-5	-1	0	-7
CCCC(c1nnnn1Cc1ccco1)N1CCN(C(=O)c2ccco2)CC1 (configuration not stated)	1	3	-6	4	5	8	3	-4
CN(CC(=O)Nc1ccccc1Br)C(=O)CN1CCN(Cc2cccc(Cl)c2)CC1	1	-2	6	7	9	-4	-2	1
COc1cc(/C=N/NC(=O)c2cc(C)oc2C)ccc1OCc1ccccc1	-2	-8	22	-1	15	6	0	-8
CSc1nnc(C)c(=O)n1COC(=O)COc1ccccc1F	-2	-1	-8	5	-4	9	3	-5
CCOc1cc(C(=O)OCc2ccc(C(=O)OC)o2)cc(Br)c1OC	-6	-5	20	1	0	x	x	-1
O=C(O)c1ccc(NCCc2ccc(Cl)cc2)c([N+](=O)[O-])c1	3	18	9	-17	36	20	1	7
CC1CCN(C(=O)CSc2nnc(CSc3ncccn3)n2C)CC1	3	-2	-4	3	-21	10	3	0
CCc1ccc(NC(=O)N(CCCOC(C)C)C2CCN(C(C)=O)CC2)cc1	-2	2	-15	-6	-5	9	3	-6
COC(=O)CN1C(c2ccc(Cl)cc2)=Nc2ccc(Cl)cc2C1c1ccccc1 (configuration not stated)	-3	4	11	4	-1	12	-1	-6
CCN(C(=O)COC(=O)c1ccccc1SCC(=O)N1CCCC1)C1CCS(=O)(=O)C1 (configuration not stated)	10	4	0	-6	-3	-12	2	-9
CCOc1cccc(-c2c(C(=O)N/N=C/c3ccco3)nnn2-c2nonc2N)c1	0	3	2	-14	7	-39	1	-7
COc1ccc(C(=O)OCC(=O)N2CCCCCC2)cc1S(=O)(=O)N1CCOCC1	2	-1	-11	3	-4	4	2	-6
S=C(Nc1ccccc1Cl)NC1CCCCCC1	13	-6	5	-2	-10	10	3	-8
Cc1cccc(NC(=O)CSc2nccn2C)c1	6	7	3	0	-24	26	-3	-1
COc1cccc(OCCNc2ccc([N+](=O)[O-])cn2)c1	-9	8	-1	4	-12	3	2	-9
COc1ccc(Cc2nnc(SC)[nH]c2=O)cc1OC	4	5	3	-1	1	24	4	-2

By substructure: the compounds so far with a thiophene ring, fused or not.
SMILES	SENP7 block	SENP8 block-1	Apaf1 inhib	UBC13 polyUb	SENP6 inh	SENP8 block-2	SENP1 inh	A3G deaminase
CCn1c(SCC(=O)NCCc2ccc(F)cc2)nnc1-c1cccs1	5	2	4	0	0	-4	0	4
Clc1cccc(Cl)c1CO/N=C/c1cccs1	4	-4	-8	-12	-6	16	0	13
